Screening results: PubChem BioAssay, IUPUI and University of Michigan
ST2 inh: inhibitors of human ST2 (IL1RL1) binding to IL-33; AlphaLISA ST2-Fc/biotin-IL-33 interaction, 1 h; hit rate 2.3% among 78,000; inhibition, % for hits at 17 µM; AID 1259354; in the data active = inhibition above about 30%; inconclusive = mostly about 10% to 28%
Target sequence (Q01638 whole entry, looked up): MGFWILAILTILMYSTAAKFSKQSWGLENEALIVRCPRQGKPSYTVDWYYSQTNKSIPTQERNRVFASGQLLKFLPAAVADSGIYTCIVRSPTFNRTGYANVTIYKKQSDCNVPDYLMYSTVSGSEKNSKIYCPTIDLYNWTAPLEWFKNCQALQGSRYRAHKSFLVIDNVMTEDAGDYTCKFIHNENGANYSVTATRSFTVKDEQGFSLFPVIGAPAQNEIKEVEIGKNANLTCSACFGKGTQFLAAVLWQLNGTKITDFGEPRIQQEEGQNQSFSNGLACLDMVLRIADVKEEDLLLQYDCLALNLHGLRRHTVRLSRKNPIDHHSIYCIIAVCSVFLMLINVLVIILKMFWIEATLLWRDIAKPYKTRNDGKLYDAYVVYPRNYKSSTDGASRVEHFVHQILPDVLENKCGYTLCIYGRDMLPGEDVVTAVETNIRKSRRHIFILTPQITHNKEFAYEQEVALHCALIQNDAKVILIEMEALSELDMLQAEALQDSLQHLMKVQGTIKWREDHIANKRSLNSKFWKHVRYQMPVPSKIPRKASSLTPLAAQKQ
Starred values were filed as active, the others as inactive; i = inactive; ? = inconclusive.

SMILES | ST2 inh
O=S(=O)(Nc1ccc(Nc2ccccc2)c(NS(=O)(=O)c2ccccc2)c1)c1ccccc1 | i
COC(=O)C1=NN(C(=O)c2ccccc2)C(C)(O)C1 (stereo not given) | i
COc1cc(OC)cc(C(=O)Nc2c3c(nn2C(C)(C)C)CSC3)c1 | i
O=C(c1cc(=O)c2ccccc2o1)N1CCc2c([nH]c3ccccc23)C1c1ccccc1F (stereo not given) | ?
COc1cc(C2C(C#N)=C(N)Oc3n[nH]c(-c4ccc5c(c4)OCO5)c32)cc(Cl)c1O (stereo not given) | ?
Cc1cc(C)n(-c2cccc(-c3nccn3CCc3cccnc3)c2)n1 | i
CCc1ccc(-c2nc(CN3CCC(C(=O)NC4CC4)CC3)c(C)o2)cc1 | i
COc1ccc(OC)c(C2C(C#N)=C(N)OC3=C2C(=O)CC(c2ccccc2)C3)c1 (stereo not given) | i
O=[N+]([O-])c1ccc(C2Nc3ccccc3-c3nc4ccccc4n32)cc1 (stereo not given) | i
COC(=O)CCCNC(=O)Cn1cnc2sc3c(c2c1=O)CCCC3 | i
O=C(CCCCc1ccccc1)N1CCCn2cncc2C1 | i
CCOc1ccc(NC(=O)c2ccccc2NC(=O)c2ccccc2)cc1 | ?
Cc1c(C(=O)NCCN(C)C)oc2ccc(S(=O)(=O)N3CCCCCC3)cc12 | i
O=C(CCS(=O)(=O)c1cccc2nsnc12)NCc1cccs1 | i
CC(=O)NC[C@@H]1C=C(C)[C@H](Cc2nnc(-c3cncn3C)o2)C[C@H]1C(C)C | i
C=C(C)COc1cccc(C(=O)NCCc2nc(C)c3c(n2)CCCC3)c1 | i
O=C1CC(N2CCN(Cc3ccc4c(c3)OCO4)CC2)C(=O)N1c1ccccc1 (stereo not given) | ?
Cc1cccc(NC(c2ccc(O)cc2)c2ccc3ccc(C)nc3c2O)n1 (stereo not given) | ?
Cc1n[nH]c(C)c1CCCCOc1ccc(Br)cc1 | i
CCOC(=O)c1cnc2c(Cl)cccc2c1Nc1cccc(C(C)=O)c1 | i
CNc1nc2c(C)cccn2c(=O)c1C=Nc1ccc(OC)cc1 | 98%*
CCc1nnc(CN2CCCC2c2nc3ccccc3s2)o1 (stereo not given) | i
O=C(C1CC1)N1CCc2cc(Br)cc(S(=O)(=O)NCCC3=CCCCC3)c21 | i
C[C@@H]1O[C@@H](OC[C@H]2O[C@@H](c3c(O)cc4c(c3O)C(=O)C[C@@H](c3ccc(O)cc3)O4)[C@H](O)[C@@H](O)[C@@H]2O)[C@H](O)[C@H](O)[C@H]1O | i
O=C(O)C1CN(S(=O)(=O)c2cccc3ccccc23)CCN1 (stereo not given) | ?
COc1ccc(S(=O)(=O)N(CC(=O)Nc2ccccc2Cl)c2ccc(C)cc2)cc1 | i
C[C@H]1[C@@H]2[C@@H](O)C([C@H](C)C(=O)N3CCCCC3)CC[C@@]2(C)CC[C@@H]1NC(=O)c1ccccn1 (stereo not given in full) | ?
COc1ccc(N(C)S(=O)(=O)c2c(C)[nH]c(=O)[nH]c2=O)cc1 | i
Cc1ccc2nc(-c3ccc(NC(=O)c4cnc5n(c4=O)CCS5)cc3)sc2c1 | i
COc1ccc(OC)c(NC(=O)c2cc3cc4ccc(OC)cc4nc3s2)c1 | ?
Cc1nc2c(c(=O)[nH]1)CCN(C(=O)c1cccc(C#CC(C)(C)O)c1)C2 | ?
COc1ccc(N2C(=O)c3c(C)nc4ccccc4c3C2=O)c(OC)c1 | ?
O=C1Nc2ccccc2C(O)(C(=O)NCc2ccccc2Cl)N1c1c(F)cccc1F (stereo not given) | i
COC(=O)c1cccc(CN2CCC(c3nc4c(C)cccc4[nH]3)CC2)n1 | i
Cc1ccncc1-c1ccc(C(C)N2CCCC2)cc1 (stereo not given) | i
Cn1c(SCc2c(Cl)cccc2[N+](=O)[O-])nnc1-c1ccccc1 | i
Cc1ccc(Cl)cc1NC(=O)CN(c1cccc([N+](=O)[O-])c1)S(C)(=O)=O | i
Cc1ccc2cc(C3(O)CCN(C(=O)c4cncc(Cl)c4)CC3)ccc2n1 | i
CCCC(=O)N(c1ccc2oc(C)c(C(=O)OCC)c2c1)S(=O)(=O)c1ccc(Cl)cc1 | ?
O=C(c1ccc(Cn2ccnc2)o1)N1C[C@H]2CC=CC[C@H]2C1 | ?
CCCCN(Cc1ccco1)C(=O)c1coc2c1C(=O)CCC2 | i
OCCC1CN(Cc2cn[nH]c2-c2cccc(F)c2)CCN1Cc1ccsc1 (stereo not given) | i
CCc1ccc(C2CC(c3cccc(Cl)c3)n3nc(N)nc3N2)cc1 (stereo not given) | ?
COc1ccccc1OCCN1CCN(CCOc2ccccc2OC)CC1 | i
COc1cccc(Cn2c(CNC(=O)c3ccc(OC)c(OC)c3)nc3cccnc32)c1 | i
O=[N+]([O-])c1cccc(N(CC(O)Cn2cnc3ccccc32)S(=O)(=O)c2ccccc2)c1 (stereo not given) | ?
COc1ccc(NC(=O)CC(=O)N2CCN(C)C3(CCN(C)CC3)C2)cc1 | ?
CC(=O)Nc1ccc(S(=O)(=O)Nc2ccc3c(c2)OC(C)(C)O3)cc1 | i
COc1ccccc1-c1ccnc(N[C@H]2CO[C@H]3[C@@H]2OC[C@@H]3NC(=O)NC2CCCCC2)n1 | i
COc1ccc(S(=O)(=O)N(CC(=O)Nc2cccc(C)c2C)c2ccc(C)cc2)cc1OC | i
O=C(c1cc(-c2ccc(Cl)s2)nc2ccccc12)N1CCOCC1 | i
COc1ccc(C(=O)C2CCCN(c3cnc4ccccc4n3)C2)cc1OC (stereo not given) | i
O=C(C1CC1)N1CCc2cc(Br)cc(S(=O)(=O)Nc3cccc(F)c3)c21 | i
COc1ccccc1C(=O)Nc1ccc(-c2nc3cc(Cl)ccc3o2)cc1 | ?
O=c1[nH]nc(C[N+](=O)[O-])c2ccccc12 | 30%*
CC(C)/C=C1\NC(=O)C(C(C)C)n2c1nc1ccccc1c2=O (stereo not given) | i
CCCc1ccc(OCC(=O)Nc2cc(S(=O)(=O)CC)ccc2O)cc1 | i
COc1cccc(NC(=O)C2C(c3ccccc3)C2(Cl)Cl)c1 (stereo not given) | i
O=C(CN1CCCC(CCc2ccccc2C(F)(F)F)C1)N1CCOCC1 (stereo not given) | i
COc1ccc(CN2CCC(O)CC2)cc1C | i

Rewritten with tabs: part of the list above
structure	ST2 inh
CCc1ccc(C2CC(c3cccc(Cl)c3)n3nc(N)nc3N2)cc1 (stereo not given)	?
COc1ccccc1-c1ccnc(N[C@H]2CO[C@H]3[C@@H]2OC[C@@H]3NC(=O)NC2CCCCC2)n1	i
CC(C)/C=C1\NC(=O)C(C(C)C)n2c1nc1ccccc1c2=O (stereo not given)	i
O=C(CN1CCCC(CCc2ccccc2C(F)(F)F)C1)N1CCOCC1 (stereo not given)	i
COc1cccc(Cn2c(CNC(=O)c3ccc(OC)c(OC)c3)nc3cccnc32)c1	i

(cont.)
SMILES | ST2 inh
Cn1c(=O)c2c(nc(N3CCCCC3)n2CC(O)COc2ccc(Cl)cc2)n(C)c1=O (stereo not given) | ?
Cc1nnc(SCCn2c(N(C)Cc3ccccc3)nc3c2c(=O)n(C)c(=O)n3C)s1 | ?
O[C@H]1C[C@@H]2CN(Cc3cccc(Oc4ccccc4)c3)C[C@@H]2C[C@@H]1O | ?
C[C@]12C=CC(=O)C=C1CC[C@H]1[C@@H]3C[C@@H](O)[C@](O)(C(=O)CO)[C@@]3(C)C[C@H](O)[C@@]12F | ?
CN(c1ncnc(N)c1[N+](=O)[O-])C1CCCCC1 | i
O=C(c1ccccn1)N1CCCC(CCc2ccccc2C(F)(F)F)C1 (stereo not given) | i
O=C(c1cnc(CN2CCCC2)s1)N1C[C@@H]2CNC[C@]2(C(=O)O)C1 | i
Cc1cc(C)cc(-n2c(=O)c3sccc3n(CC(=O)NC3CCCC3)c2=O)c1 | ?
C=CCNc1ccccc1C(=O)N(C)CC1CCN(c2ccccc2)C1 (stereo not given) | ?
O=C(c1ccnc(-n2cnnc2)c1)N1CCC2(CC1)C(=O)Nc1ccccc12 | i
Cc1ccc(NC(=O)COc2ccc(Cl)cc2)cc1NC(=O)c1ccccc1 | i
Cc1cc(C)nc(NC(=O)COc2ccc([N+](=O)[O-])cc2)n1 | i
COc1ccccc1C1C2CCCC=C2C(C#N)=C(N)C1(C#N)C#N (stereo not given) | i
C=CCSc1nnc2c(n1)OC(c1ccc(OCC)c(OC)c1)N(C(C)=O)c1ccccc1-2 (stereo not given) | ?
O=C(c1ccccc1[N+](=O)[O-])n1c(COc2ccccc2)nc2ccccc21 | i
COc1ccc(C2(C(=O)NCc3ccccc3Cl)CCOCC2)cc1OC | i
COc1ccc2c(c1)sc(=NC(=O)c1ccc(S(=O)(=O)N3CCCC(C)C3)cc1)n2C (stereo not given) | i
CC(C(=O)N1CCc2c(nc(-c3ccccc3)[nH]c2=O)C1)n1ccnc1 (stereo not given) | i
CS(=O)(=O)N[C@H]1C[C@H]2C(=O)Nc3ccc(-c4cccc(C(F)(F)F)c4)cc3C(=O)N2C1 | ?
CN(c1ncnc2c1cnn2-c1ccc(Cl)cc1)C1CCCCC1 | i
COc1ccc(C2=NN3C(C2)c2cc(OC)ccc2OC3c2cccc([N+](=O)[O-])c2)cc1 (stereo not given) | ?
CC(=O)N1N=C(c2ccc(C)cc2)CC1c1cc2cc3c(cc2nc1Cl)OCO3 (stereo not given) | ?
Cc1cccn2c(=O)c3cc(C(=O)N4CCCCC4)n(C)c3nc12 | i
Cc1ccsc1CN(C)Cc1coc2ccccc2c1=O | i
CC1CCC(C(=O)NC(C(=O)NCCCN2CCCCC2)C(C)C)CC1 (stereo not given) | i
COc1ccc(-n2nc(C)c([C@@H]3C=C[C@@H](NC(=O)Nc4ccccc4)C3)c2C)cc1 | i
Fc1ccccc1CSc1nnnn1-c1ccccc1F | i
COc1ccc(N2CC(O)=C(c3nc4ccccc4s3)C2=N)cc1 | ?
COc1ccc(OC)c(NC(=O)CN2CCCN(Cc3cccc(F)c3)S2(=O)=O)c1 | i
Cn1cc(C=C2C(=O)OC3(CCCCC3)OC2=O)c2ccccc21 | 41%*
CCC1Oc2ccccc2N(CC(=O)NCCCN2CCCC2)C1=O (stereo not given) | i
O=C(NCCCN1CCCC1=O)c1ccc2c(c1)ncn2C1CCCCC1 | i
O=C(c1cccc(F)c1)N1CCN=C1SCc1ccccc1Cl | i
O=C(CN1N=NC2C(=O)N(c3ccccc3)C(=O)C21)Nc1ccccc1F (stereo not given) | i
CN(Cc1ccccc1)C1(CNC(=O)c2ccnn2C)Cc2ccccc2C1 | i
COc1cc2c(cc1C=O)OC(C)C2 (stereo not given) | i
COc1cc(C(=O)O/N=C(/N)c2cccnc2)cc(OC)c1OC | i
Cc1nc(N2CCc3ccccc3C2)c2c3c(sc2n1)CCCC3 | i
COc1cc(CN2CCOCC2)ccc1OCc1ccccc1 | i
COC(=O)[C@@H]1Cc2ncn(C(C)C)c2CN1C(=O)c1ccc(C(F)(F)F)cc1 | i

Molecules shown so far with a furan ring, fused or not (four):
SMILES | ST2 inh
Cc1c(C(=O)NCCN(C)C)oc2ccc(S(=O)(=O)N3CCCCCC3)cc12 | i
CCCC(=O)N(c1ccc2oc(C)c(C(=O)OCC)c2c1)S(=O)(=O)c1ccc(Cl)cc1 | ?
O=C(c1ccc(Cn2ccnc2)o1)N1C[C@H]2CC=CC[C@H]2C1 | ?
CCCCN(Cc1ccco1)C(=O)c1coc2c1C(=O)CCC2 | i

Next results
SMILES | ST2 inh
CCCCN(CC)S(=O)(=O)c1ccc(C(=O)Nc2nnc(CSC)o2)cc1 | i
CCCC(=O)Nc1c(C)nn(C(=O)CCC)c1C | i
Cc1[nH]n(-c2ccc(Cl)cc2)c(=O)c1C=Nc1ccc(O)cc1 | ?
CC(=O)c1cccc(NC(=O)Nc2ccccc2)c1 | i
Cc1ccc(-c2nnc([C@H]3CCN(C(=O)COc4ccccc4)C3)o2)cc1 | ?
CCOc1ccc(C(=O)Nc2ccc(-c3nc4ncccc4o3)cc2)cc1 | ?
CSc1cccc(-n2cc(-c3ccccc3)[nH]c2=O)c1 | i
O=C(NCc1ccc2[nH]c3c(c2c1)CCCCCC3)c1ccn[nH]1 | ?
COc1ccc(C(=O)N2CC[C@H]3NC(=O)N(c4ccc(Oc5ccccc5)cc4)C(=O)[C@H]32)cc1 | i
Brc1ccc(-n2nnnc2-c2ccccc2)c(Br)c1 | i
COc1cc(Cl)cc2cc(C(=O)N3CC[C@@H](N)[C@@H](OC)C3)oc12 | ?
CCOc1ccc(S(=O)(=O)NCc2ccco2)c2cccnc12 | i
Cc1ccc(C(=O)OCCCCN=C2NS(=O)(=O)c3ccccc32)cc1 | i
CC1=C(C(=O)Nc2ccc(C)cc2C)C(c2cccc(Br)c2)n2nnnc2N1 (stereo not given) | i
Cc1ccc(-c2csc(/C(C#N)=C/c3ccccc3[N+](=O)[O-])n2)c(C)c1 | 57%*
CC(C)Oc1ccc(NC(=O)c2ccc([N+](=O)[O-])cc2Cl)cc1 | i
CC(=O)Nc1ccc(-c2nccn2CCn2cccn2)cc1 | ?
Cc1cccc(-c2nsc(SCC(=O)Nc3ccc4c(c3)OCO4)n2)c1 | i
Cc1ccc(NC(=O)C(C)C)c(C(=O)N2CCCN(C)CC2)c1 | i
Cc1ccc2nc(NC(=O)CCS(=O)(=O)c3ccc(Br)s3)sc2c1 | i

Structures from the list above that contain a COOH group, in the order listed:
SMILES | ST2 inh
O=C(O)C1CN(S(=O)(=O)c2cccc3ccccc23)CCN1 (stereo not given) | ?
O=C(c1cnc(CN2CCCC2)s1)N1C[C@@H]2CNC[C@]2(C(=O)O)C1 | i

(cont.)
SMILES | ST2 inh
CN(Cc1ccccc1)C(=O)c1cc2c(=O)oc3ccccc3c2s1 | i
N#CC1=C(SCC(=O)Nc2ccc(Br)cc2)NC(=O)C(C#N)C12CCCCC2 (stereo not given) | i
COc1cc(/C=C2/SC(=Nc3ccccc3Cl)NC2=O)cc(OC)c1OC | ?
C1=CC2(CCN(Cc3cc4n(n3)CCNC4)CC2)c2ccccc21 | i

A draw from above in order of count of non-hydrogen atoms, largest number first.
SMILES | ST2 inh
CC(=O)NC[C@@H]1C=C(C)[C@H](Cc2nnc(-c3cncn3C)o2)C[C@H]1C(C)C | i
CNc1nc2c(C)cccn2c(=O)c1C=Nc1ccc(OC)cc1 | 98%*
Cc1n[nH]c(C)c1CCCCOc1ccc(Br)cc1 | i

A portion of the library; rates above refer to the full screens.
